MC4R ag barr – MC4R agonists recruiting beta-arrestin, primary screen, cell-based, luminescence, agonist arm of biased-ligand search. U2OS MC4R beta-arrestin complementation; percent of melanotan II response, DMSO zero. activation, % at 8.9 µM. 360,000 compounds, 0.98% hits;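 active = activation above a per-plate cutoff, the mean activation of sample wells on that plate plus 3 SD, cut at about 8% in these data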
ABHD5 PLIN5 PPI – ABHD5-PLIN5 interaction inhibitors, primary screen, cell lysate, split luciferase complementation, luminescence; Split G. princeps luciferase complementation, 4 h; inhibition, % at 4 µM; 360,000 compounds, 0.78% hits; AID 602281, 2012;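 active = inhibition above the mean inhibition across every tested compound plus 3 SD, cut at about 22% in these data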;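 note: 0% = DMSO only wells and the 100% control is not disclosed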
HTR2A ag – mouse Htr2a agonists via beta-arrestin recruitment, primary screen, cell-based, luminescence; 360,000 compounds, 0.66% hits; AID 624169, 2012; activation, % at 7.6 µM; CHO-K1 mHTR2A beta-arrestin complementation; percent of 30 µM serotonin response;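 active = activation above a run cutoff, the mean activation of all tested compounds plus 3 SD, cut at about 14% in these data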;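 note: 0% = plate median of compound wells and 100% = 30 µM serotonin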
CaV13 ICDI inh – Primary screen for inhibitors of IQ motif and Ca2+-dependent inactivation inhibitor domain binding in CACNA1D, Förster resonance energy transfer in living cells, …; HEK cells, CFP/YFP FRET ICDI-IQ, plate reader, 10 min; percent FRET-ratio fall versus neutral wells; AID 743397; inhibition, % at 12.3 µM; 340,000 compounds, 0.098% hits;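 active = mean replicate inhibition of at least 30% and at least 1% of replicates passing that level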;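 note: 0% = median of the neutral control wells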
ABCB6 inh 2 – ABCB6 transporter inhibitors, primary screen, K562-ABCB6 cells, flow cytometry, MLPCN library; ATP-binding cassette sub-family B member 6 (Homo sapiens), Q9NP58; K562-ABCB6 porphyrin accumulation, 1 h; active compounds read low; fluorescence ratio to DMSO, % at 10 µM; 360,000 compounds, 0.19% hits; AID 602162, 2011;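 active = fluorescence ratio to DMSO below 75%, the collection mean minus 3 SD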;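 note: signal is porphyrin accumulated inside mitochondria; 100% equals median channel fluorescence of DMSO control wells; lower ratio means ABCB6 inhibition with less porphyrin fluorescence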
Target sequence (Q9NP58 whole entry, looked up): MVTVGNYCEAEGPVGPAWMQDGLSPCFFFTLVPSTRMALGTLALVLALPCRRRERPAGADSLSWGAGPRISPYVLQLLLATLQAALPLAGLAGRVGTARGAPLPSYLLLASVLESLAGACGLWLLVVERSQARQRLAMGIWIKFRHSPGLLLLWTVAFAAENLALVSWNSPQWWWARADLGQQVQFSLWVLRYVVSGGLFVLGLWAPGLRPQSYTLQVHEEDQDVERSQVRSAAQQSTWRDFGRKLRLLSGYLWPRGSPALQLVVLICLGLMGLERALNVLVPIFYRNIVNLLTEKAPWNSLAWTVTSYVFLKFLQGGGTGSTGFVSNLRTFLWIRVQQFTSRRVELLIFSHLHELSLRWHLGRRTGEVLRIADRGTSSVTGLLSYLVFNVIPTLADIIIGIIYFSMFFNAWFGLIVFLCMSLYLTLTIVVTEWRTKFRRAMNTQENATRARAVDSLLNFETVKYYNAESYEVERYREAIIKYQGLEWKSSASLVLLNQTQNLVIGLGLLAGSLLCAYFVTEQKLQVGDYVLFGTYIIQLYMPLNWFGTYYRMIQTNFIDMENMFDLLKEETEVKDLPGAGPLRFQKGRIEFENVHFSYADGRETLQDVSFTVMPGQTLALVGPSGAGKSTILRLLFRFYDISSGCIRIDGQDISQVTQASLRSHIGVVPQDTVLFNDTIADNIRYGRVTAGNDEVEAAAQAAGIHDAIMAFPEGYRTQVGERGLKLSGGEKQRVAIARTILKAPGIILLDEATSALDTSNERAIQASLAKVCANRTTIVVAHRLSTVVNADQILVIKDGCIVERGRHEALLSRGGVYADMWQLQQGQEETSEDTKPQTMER
Granule exo inh – LAMP-1 surface exposure blockers, TALL-104 cells – cell-based, flow cytometry, MLPCN library, primary screen. TALL-104 LAMP-1 surface exposure; cells stimulated with thapsigargin and PMA. inhibition, % at 10 µM. 360,000 compounds, 0.66% hits. AID 651702, 2012;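 active = inhibition above about 55%, limit read from the data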
H9c2 protect – cardioprotection against H2O2-induced cell death, primary screen, uHTS, H9c2 cells, ATPLite luminescence | H9c2 cardiomyocytes, H2O2 injury protection, 2 h | protection from H2O2 cell death, % at 20 µM | 360,000 compounds, 0.63% hits;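 active = compounds giving at least 50% protection of heart cells from peroxide-induced death in the single-dose screen, raw or plate-pattern-corrected value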;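 note: 0% = DMSO wells with peroxide and 100% = DMSO wells without peroxide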
N-glyco inh – increase of ERlucT glycosylation luciferase signal, primary screen, N-linked glycosylation inhibitor project, D54 ERlucT cells, luminescence, set 2. AID 588692, 2011. 360,000 compounds, 0.23% hits. D54 ERlucT glycosylation luciferase reporter, 24 h; percent of 100 nM tunicamycin response. reporter increase, % at 12.5 µM;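 active = mean luciferase reporter signal, scaled so untreated is 0 and the glycosylation-blocking control 100, at or above a set limit in every replicate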;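 note: luciferase carries N-glycosylation sites so blocking glycosylation raises the light; 0% = median of neutral control wells and 100% = median of 100 nM tunicamycin wells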
PDI inh – inhibitors of human PDI, primary screen, biochemical, turbidity, single point, plate reader; 350,000 compounds, 0.052% hits; PDI insulin aggregation turbidity, A650, 90 min; Protein disulfide-isomerase (Homo sapiens), P07237; inhibition, % at 10 µM;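 active = mean inhibition across replicates of 30% or more, whatever share of single replicates reach that level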;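 note: absorbance from insulin aggregation driven by PDI reduction with DTT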
MC4R antagonist – MC4R antagonists of cAMP signaling, primary screen, cell-based, TR-FRET, antagonist arm of biased-ligand search. 360,000 compounds, 0.48% hits. AID 540295, 2011. MC4R-expressing cells, MTII-stimulated cAMP, LANCE TR-FRET. inhibition, % at 6.5 µM;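 active = inhibition above its plate's cutoff, the mean of tested wells on that plate plus 3 SD, cut at about 29% in these data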;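 note: 0% = Melanotan II alone and 100% = Melanotan II plus saturating MCL0020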
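System – human MC4R-expressing U2OS cells · Also added – Melanotan II · Dosing – one concentration, 6.5 µM nominal · Timing – 30-min compound, 1-h challenge, 1-h detection, room temperature · Measured by – Eu-cAMP/anti-cAMP TR-FRET, emission 671 nm · Replicates – singlicate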
* = called active by the depositor; x = not tested or not shown; & = joins results of further samples.

Letter code – A = MC4R ag barr; B = ABHD5 PLIN5 PPI; C = HTR2A ag; D = CaV13 ICDI inh; E = ABCB6 inh 2; F = Granule exo inh; G = H9c2 protect; H = N-glyco inh; I = PDI inh; J = MC4R antagonist
N#C[C@H](O[C@@H]1O[C@H](CO[C@@H]2O[C@H](CO)[C@@H](O)[C@H](O)[C@H]2O)[C@@H](O)[C@H](O)[C@H]1O)c1ccccc1
  A: -0.9; B: 6; C: 0; D: -10; E: 102; F: -5; G: 3; H: 2; I: -4; J: 9
O=S(=O)(c1ccc(Cl)cc1)N1Cc2ccccc2-n2nncc2C1
  A: 2.3; B: 1; C: 0; D: -4; E: 98; F: 0; G: -14; H: -3; I: -2; J: -1
O=c1[nH]c(=O)n(Cc2ccccc2)c(O)c1/C=C1\C=Nc2ccccc21
  A: -1.9; B: 14; C: -3; D: -2; E: 104; F: 4; G: 6; H: 1; I: 3; J: -23
CC1=C2C(=O)C3C(CC=C4CC(OC5OC(O)C(O)C(O)C5CO)CCC43C)C2CCC12OC1CC(C)CNC1C2C (configuration not stated)
  A: 1.8; B: -1; C: -4; D: -5; E: 97; F: 4; G: 0; H: 0; I: -2; J: 17
CC(=O)N1CN2CN(C(C)=O)CC(C(=O)c3ccc([N+](=O)[O-])cc3)(C2)C1
  A: 0.6; B: 0; C: -1; D: 2; E: 96; F: -3; G: -5; H: 4; I: -3; J: 1
Cc1nn(Cc2ccccc2)c(C)c1C(=O)OCC(=O)Nc1cccc(S(N)(=O)=O)c1
  A: 1.4; B: -2; C: -5; D: x; E: 96; F: 1; G: 10; H: 1; I: 2; J: 8
Clc1cccc(CN2CCCCC2c2cccnc2)c1 (configuration not stated)
  A: 2.8; B: 12; C: 2; D: -8; E: 101; F: -8; G: -3; H: -2; I: 0; J: 7
Nc1cc(Cl)cc(C(=O)O)c1Cl
  A: -0.9; B: 3; C: -3; D: x; E: 98; F: 6; G: -1; H: 0; I: x; J: 0
CCN(CC)c1ccc(N=Cc2c(O)n(CCc3ccc(OC)c(OC)c3)c(=O)[nH]c2=O)cc1
  A: 1.5; B: 2; C: 4; D: -6; E: 110; F: 40; G: -5; H: -4; I: 3; J: 4
NCCc1cc(O)c(O)cc1O
  A: -2.1&-1.6; B: 3&-4; C: -4&-7; D: -6&-6; E: 102&96; F: -6&-3; G: -15&-6; H: 1&2; I: -1&-5; J: 1&-5
COc1ccc2c(c1OC)C(=O)OC2c1c(O)n(C2CCCCC2)c(=O)[nH]c1=O (configuration not stated)
  A: -1.2; B: -20; C: -2; D: -6; E: 93; F: -3; G: 18; H: 5; I: 15; J: -2
C=CCn1c(O)c(C(CC)=Nc2ccc3c(c2)CCC3)c(=O)[nH]c1=O
  A: -1.5; B: -2; C: -2; D: -4; E: 102; F: -4; G: -4; H: 0; I: 4; J: 7
CN(C)CC1CSCCC1(O)c1ccc(Cl)cc1 (configuration not stated)
  A: -1.2; B: 3; C: 2; D: -6; E: 92; F: -1; G: -2; H: 0; I: 1; J: 4
CN1C(=O)c2ccccc2NC(=O)C1Cc1ccccc1 (configuration not stated)
  A: -0.6; B: 1; C: -3; D: x; E: 103; F: 1; G: -3; H: -2; I: x; J: 7
COc1cc2c(c(OC)c1OC)-c1ccc(O)cc1[C@@H](NC(C)=O)CC2
  A: 0.2; B: -8; C: 3; D: -5; E: 100; F: 6; G: 3; H: 23; I: 10; J: -9
COCCN1C(=O)NC(=O)/C(=C\c2ccc(F)cc2)C1=O
  A: -2.5; B: 10; C: -1; D: -2; E: 98; F: 0; G: 4; H: 3; I: 2; J: 9
Cc1ccc(CC(=O)N2CCN(C)CC2)cc1
  A: -3.3; B: 5; C: -6; D: -2; E: 102; F: 2; G: 3; H: 0; I: 9; J: -3
CC1(C)CC(n2[nH]c(=O)c3c2NC(=O)CSC3c2ccc(F)cc2)CCO1 (configuration not stated)
  A: 0.6; B: 3; C: 2; D: -4; E: 96; F: 0; G: 8; H: 0; I: 11; J: -1
O=C(O)c1cccc(N=Nc2c(O)[nH]c(=O)[nH]c2=O)c1
  A: -1.0; B: 4; C: 6; D: -1; E: 95; F: 1; G: 0; H: -1; I: 0; J: -8
COC(=O)C1=C(c2c(C)noc2C)C[C@@H]2CC[C@H]1N2C(=O)NCCOc1ccccc1Cl
  A: 1.3; B: -8; C: -3; D: -10; E: 100; F: 3; G: -2; H: 0; I: 4; J: 10
COC(=O)C1=C(c2cccc(C#N)c2)C[C@@H]2CC[C@H]1N2C(=O)NCc1ccco1
  A: -1.9; B: -1; C: 7; D: -6; E: 98; F: -5; G: 5; H: 0; I: 4; J: 1
COc1ccc(CC2(CCc3ccncc3)C(=O)NC(=O)NC2=O)cc1
  A: -0.1; B: 5; C: 4; D: -3; E: 96; F: -3; G: 2; H: 1; I: 1; J: -2
CC(C)(C)C(=O)C(Oc1ccc(Cl)cc1)n1cncn1 (configuration not stated)
  A: 0.6; B: -3; C: -2; D: -6; E: 99; F: -7; G: 3; H: -1; I: 5; J: 0
O=CC(Br)P(=O)(N1CCOCC1)N1CCOCC1 (configuration not stated)
  A: 1.2; B: -10; C: 0; D: -4; E: 102; F: -4; G: 7; H: 3; I: -6; J: 10
COC(=O)C1=C(c2ccc(F)cc2OCc2ccccc2)C[C@@H]2CC[C@H]1N2C(=O)NC(C)C
  A: 0.2; B: -4; C: -2; D: -3; E: 97; F: 0; G: 0; H: 0; I: 2; J: 5

The closing two records of the part above are carried over, then new ones follow.
Letter code – A = MC4R ag barr; B = ABHD5 PLIN5 PPI; C = HTR2A ag; D = CaV13 ICDI inh; E = ABCB6 inh 2; F = Granule exo inh; G = H9c2 protect; H = N-glyco inh; I = PDI inh; J = MC4R antagonist
O=CC(Br)P(=O)(N1CCOCC1)N1CCOCC1 (configuration not stated)
  A: 1.2; B: -10; C: 0; D: -4; E: 102; F: -4; G: 7; H: 3; I: -6; J: 10
COC(=O)C1=C(c2ccc(F)cc2OCc2ccccc2)C[C@@H]2CC[C@H]1N2C(=O)NC(C)C
  A: 0.2; B: -4; C: -2; D: -3; E: 97; F: 0; G: 0; H: 0; I: 2; J: 5
O=C(CN1CC(c2ccccc2)CC1=O)NCc1ccc(F)cc1 (configuration not stated)
  A: 2.5; B: 2; C: 5; D: -2; E: 101; F: -1; G: 1; H: 2; I: x; J: -2
Cc1cc(Br)ccc1N1C(=O)CC(=O)NC1=O
  A: -1.4; B: 9; C: 1; D: -6; E: 94; F: 2; G: -2; H: 0; I: 9; J: -1
CCn1c(O)c(N=Nc2ccc(S(=O)(=O)N3CCOCC3)cc2)c(=O)n(CC)c1=S
  A: -2.5; B: -5; C: 0; D: -13; E: 98; F: -5; G: -14; H: 4; I: 1; J: -1
Cc1ccc2c(c1)NP(=S)(Oc1ccccc1)N2 (configuration not stated)
  A: -1.6; B: -16; C: -3; D: -9; E: 99; F: -1; G: 6; H: -2; I: -4; J: 2
COC(=O)C1=C(c2ccc(F)cc2OCc2ccccc2)C[C@@H]2CC[C@H]1N2C(=O)NCc1ccc(OC)cc1
  A: 2.5; B: 2; C: -8; D: -5; E: 96; F: -3; G: -2; H: -6; I: 4; J: 28
CCOc1ccc(/C=C2/C(=O)NC(=O)N(CCc3ccc(F)cc3)C2=O)cc1
  A: -1.1; B: -14; C: 3; D: -5; E: 95; F: 0; G: 12; H: 1; I: 14; J: -2
CC(=O)Nc1ccc(N=Cc2c(O)n(Cc3ccco3)c(=O)[nH]c2=O)cc1
  A: -1.9; B: 1; C: 2; D: -5; E: 92; F: 1; G: 0; H: 1; I: -1; J: -5
CCCCn1c(=O)c(C(=O)Nc2ncccc2C)c(O)c2ccccc21
  A: 0.4; B: 4; C: 0; D: 6; E: 98; F: 0; G: 2; H: -1; I: 6; J: 2
Cn1c(=O)c2c(nc(-c3ccc(N(CCCl)CCCl)cc3)n2C)n(C)c1=O
  A: -1.5; B: -7; C: -3; D: -18; E: 97; F: -5; G: 13; H: 1; I: 4; J: 3
CC(=O)N1CCC(N2CCCC(C(=O)c3cccc(Cl)c3)C2)CC1 (configuration not stated)
  A: 0.5; B: -1; C: 36*; D: -3; E: 98; F: -3; G: 7; H: 0; I: 7; J: -2
CCOP(=O)(OCC)C(O)c1ccc(OC)c(OC)c1 (configuration not stated)
  A: -1.0; B: 8; C: 6; D: -1; E: 91; F: 5; G: 5; H: 2; I: -3; J: 2
COc1ccc(CCNC2CCCCC2)cc1OC
  A: -1.0; B: 1; C: -2; D: 8; E: 94; F: 0; G: -3; H: 0; I: -1; J: 14
COC(=O)C1=C(c2ccc(C(C)=O)cc2)C[C@@H]2CC[C@H]1N2C(=O)NCCCOC(C)C
  A: -0.1; B: 9; C: 0; D: -5; E: 81; F: -4; G: 0; H: 3; I: 3; J: 9
CC1=C(C/C(C)=C/c2ccccc2)/C(=C/CO)[C@H](O)[C@](C)(O)C12CC2
  A: 0.7; B: -1; C: -5; D: -5; E: 104; F: -3; G: -4; H: -2; I: -2; J: 0
CCOc1ccccc1CN1CCCC(C(=O)c2cc(F)ccc2F)C1 (configuration not stated)
  A: -1.1; B: -4; C: -10; D: -5; E: 97; F: 32; G: 1; H: 1; I: -1; J: 3
CP(=O)(O)CN1CCCCC1
  A: 1.2; B: 12; C: 1; D: -5; E: 95; F: 0; G: 1; H: 2; I: -4; J: -5
O=c1c2ccccc2nc(-c2ccccc2)n1-c1nccs1
  A: -0.5; B: -5; C: -1; D: -2; E: 100; F: 2; G: 0; H: 0; I: 0; J: 3
O=C(c1cccc(C(F)(F)F)c1)C1CCCN(Cc2ncc[nH]2)C1 (configuration not stated)
  A: -2.2; B: -4; C: 1; D: 3; E: 93; F: -1; G: -4; H: -3; I: -1; J: 1

Source: PubChem (several laboratories)

A portion of the library (hit frequency here may not be typical).
